ABCB1 block = inhibitors of human ABCB1 transporter, ABCG2 counter-screen. inhibition, % at 6.6 µM. 0.067% of 190,000 active. CCRF-Adr cells, JC-1 efflux, flow cytometry. P08183. AID 1326; in the data active = inhibition above about 40%;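 also: 0% = vehicle and 100% = reference inhibitor; higher value means more JC-1 retained so stronger ABCB1 efflux block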
ABCG2 block = blocks JC-1 efflux by human ABCG2 transporter | Q9UNQ0 | IgMXP3 cells, flow cytometry | inhibition, % at 6.6 µM | 0.1% of 190,000 active | AID 1325;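 active = inhibition above 80%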;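 also: 0% = DMSO and 100% = nicardipine control wells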
Target sequence (Q9UNQ0 whole entry, looked up): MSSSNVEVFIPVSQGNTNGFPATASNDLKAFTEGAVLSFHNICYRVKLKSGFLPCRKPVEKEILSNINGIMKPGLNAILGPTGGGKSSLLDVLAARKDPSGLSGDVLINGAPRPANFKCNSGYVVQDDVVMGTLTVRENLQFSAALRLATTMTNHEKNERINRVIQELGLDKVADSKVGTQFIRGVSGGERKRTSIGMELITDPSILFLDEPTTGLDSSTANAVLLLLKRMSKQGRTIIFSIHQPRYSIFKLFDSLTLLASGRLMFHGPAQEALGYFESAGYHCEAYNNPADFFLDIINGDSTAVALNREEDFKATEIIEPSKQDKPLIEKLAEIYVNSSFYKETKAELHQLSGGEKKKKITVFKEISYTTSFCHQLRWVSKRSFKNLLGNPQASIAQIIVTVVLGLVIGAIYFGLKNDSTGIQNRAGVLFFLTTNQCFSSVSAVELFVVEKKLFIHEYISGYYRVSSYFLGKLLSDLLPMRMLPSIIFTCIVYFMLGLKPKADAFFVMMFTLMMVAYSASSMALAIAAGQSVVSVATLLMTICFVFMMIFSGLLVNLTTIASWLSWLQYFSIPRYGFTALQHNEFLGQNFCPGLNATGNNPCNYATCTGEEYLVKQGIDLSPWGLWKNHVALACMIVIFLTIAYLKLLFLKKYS
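test system = two drug-resistant human cell lines, ABCG2 and ABCB1 | amount = 3 million cells/mL final, two lines in 1:1 ratio | reagent = JC-1 transporter substrate | doses = one concentration, 6.6 µM final | incubation = 10 min at 25 °C | signal = flow cytometric JC-1 green MFI at 530 nm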
HRas wt GTP = human HRas wildtype GTP binding, change in either direction | 0.14% of 190,000 active | GST-Ras wt beads, Bodipy-FL-GTP binding, flow cytometry; actives lie on both sides | GTP binding activity, % at 10 µM;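 active = GTP binding activity at least 20% away from the 100% baseline, either lowered as inhibitor or raised as activator; inconclusive = flagged as likely green fluorescent, judged across all proteins in the well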;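 also: 0% = unlabeled GTP competition control and 100% = no-compound control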
Target sequence (P01112 whole entry, looked up): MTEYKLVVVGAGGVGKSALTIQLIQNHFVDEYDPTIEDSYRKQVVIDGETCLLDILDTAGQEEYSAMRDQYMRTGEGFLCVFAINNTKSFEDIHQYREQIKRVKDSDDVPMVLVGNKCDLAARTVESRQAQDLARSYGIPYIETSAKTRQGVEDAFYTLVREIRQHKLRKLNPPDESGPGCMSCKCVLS
Rab2A wt mod = changes GTP binding to wildtype dog Rab2A, up or down; P61105; GST-Rab2 wt beads, Bodipy-GTP binding, flow cytometry; GTP binding activity, % at 10 µM; 0.19% of 190,000 active;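 active = GTP binding activity at least 20 points away from 100%, either lowered or raised; inconclusive = signal likely due to the compound's own green fluorescence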;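 also: 0% = beads with excess unlabeled GTP and 100% = no-compound control corrected for plate trend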
Rac1 mut GTP = modulators of GTP binding to human Rac1 activated mutant. P63000. GST-Rac1 activated beads, fluorescent GTP binding, flow cytometry; actives lie on both sides; 100% means binding = to untreated wells. percent activity (GTP binding), % at 10 µM. 0.11% of 190,000 active. AID 764;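 active = GTP binding at least 20 percentage points away from the 100% baseline, in either direction, so actives lie on both sides; inconclusive = Compound likely fluorescent itself, or too few beads counted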
GSH bead fluor = compound fluoresces at 488/530 nm on GSH beads; GSH beads flow cytometry, compound fluorescence 488/530 nm; hits give high values; fluorescence (KMESF) at 10 µM; 0.25% of 190,000 active; AID 1776; in the data active = fluorescence above about 89;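 also: glutathione beads carrying GST-tagged Bcl family fusion proteins plus one bare bead set; values are compound well signal with DMSO vehicle wells as background; inactives centre near 16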
Avidin fluor = avidin bead compound fluorescence profile; Avidin beads, compound fluorescence 488/530 nm, flow cytometry; hits give high values; fluorescence (KMESF) at 10 µM; 0.38% of 220,000 active; in the data active = fluorescence above about 47; also: inactives centre near 10
Rac1 wt GTP bind = human Rac1 wildtype GTP binding, inhibitors and activators; P63000; GST-Rac1 beads, fluorescent GTP binding, flow cytometry; actives lie on both sides; 0 = cold GTP competed, 100 = untreated; GTP binding activity (% of control), % at 10 µM; 0.27% of 190,000 active;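 active = GTP binding activity at least 20 points away from the 100% control level, either lower or higher; inconclusive = compound flagged as likely green fluorescent, judged across all proteins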
Rab7 wt modul = modulators of GTP binding to dog Rab7 wildtype GTPase; GTP binding activity (percent of control), % at 10 µM; GST-Rab7 beads, fluorescent GTP binding, flow cytometry; actives lie on both sides; untreated = 100%, excess cold GTP = 0%; AID 758; 0.055% of 190,000 active;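 active = fluorescent GTP binding to Rab7 beads changed by at least 20 points from the 100% baseline, either direction, mostly lower; inconclusive = compound itself probably fluorescent, or too few beads counted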;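 also: median green fluorescence of bound Bodipy-FL-GTP per Rab7 bead population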
Cdc42 wt GTP = changes GTP binding to wildtype human Cdc42; P60953; GST-Cdc42 beads, Bodipy-GTP binding, flow cytometry; actives lie on both sides; percent activity (GTP binding), % at 10 µM; 0.2% of 190,000 active; AID 761;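 active = percent activity GTP binding at least 20 points away from the 100% baseline, either down as inhibitor or up as activator; inconclusive = compound flagged as likely green fluorescent from well-wide comparison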;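 also: median bead fluorescence of bound Bodipy-FL-GTP at 100 nM; 0% = excess unlabeled GTP control and 100% = no compound control; below 100% means less GTP binding so inhibitor and above means activator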
Target sequence (P60953 whole entry, looked up): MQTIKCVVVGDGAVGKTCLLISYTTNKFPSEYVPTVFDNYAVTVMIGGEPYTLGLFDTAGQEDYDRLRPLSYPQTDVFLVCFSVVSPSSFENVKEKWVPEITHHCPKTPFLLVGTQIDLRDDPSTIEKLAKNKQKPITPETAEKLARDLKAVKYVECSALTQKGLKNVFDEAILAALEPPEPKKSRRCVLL
Pf gamet viab = P. falciparum stage V gametocyte viability inhibition; P. falciparum stage V gametocytes, ATP luminescence, 24 h; 0.065% of 150,000 active; inhibition, % at 10.9 µM;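 active = inhibition above the mean plus 3 SD of compounds within the control limits, set per campaign, cut at about 38% in these data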;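 also: 0% = DMSO wells and 100% = medium only without gametocytes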
* marks the source's active call; other numbers are inactive results; ? = inconclusive; . = no result given.

SMILES	ABCB1 block	ABCG2 block	HRas wt GTP	Rab2A wt mod	Rac1 mut GTP	GSH bead fluor	Avidin fluor	Rac1 wt GTP bind	Rab7 wt modul	Cdc42 wt GTP	Pf gamet viab
O=C(c1ccc(S(=O)(=O)NCc2ccco2)cc1)N1CCN(Cc2ccccc2)CC1	0.6	1	?	?	?	11	12	?	?	?	-9
CC(=O)N1CCN(Cc2nc(-c3cccc(Cl)c3)no2)CC1	0.1	0	103	101	99	11	12	101	108	99	7
COc1ccc(C2/C(=C(\O)c3ccc(OC)c(Cl)c3)C(=O)C(=O)N2CCN(C)C)cc1 (stereo not given)	0.8	3	105	104	101	18	9	102	98	106	.
Cn1cc(C(=O)C(=O)N2CCCc3ccccc32)c2ccccc21	1.1	7	100	97	96	24	4	102	94	95	-16
C[C@@H]1NC(=O)[C@H](CCC(N)=O)NC(=O)c2cc([N+](=O)[O-])cc(I)c2NCCC[C@@H](C(N)=O)NC1=O	1.9	5	103	101	97	20	6	108	105	105	-6
OC(c1ccccn1)c1c[nH]c2ccccc12 (stereo not given)	0.3	2	102	102	99	61	13	101	99	104	-31
CCCCN(C(=O)c1ccc(Cl)c([N+](=O)[O-])c1)c1c(N)n(CCC)c(=O)[nH]c1=O	0.3	0	94	96	94	7	26	94	94	95	-34
Cc1ccc(CN2C(=O)CCC2C(=O)NCCCN2CCOCC2)cc1 (stereo not given)	0.6	3	100	102	101	16	8	101	104	102	.
CC(C)(C)[C@H]1C=C(C(=O)NC2CC2)O[C@@H](OCc2ccc(CO)cc2)C1	0.1	0	97	97	99	21	5	95	94	97	-26
CCCSc1nc2c(cnn2-c2ccc(F)cc2)c(=O)[nH]1	0.4	4	98	98	100	18	9	103	96	101	.
c1ccc(N/N=C(\Cc2nc3ccccc3[nH]2)c2ccccc2)cc1	-0.3	-1	100	98	99	20	15	103	104	102	17
O=C(CN1CCOCC1)Nc1cc(Cl)ccc1Cl	-0.1	6	103	102	98	33	13	109	103	102	.
Cc1cccc(-n2c(CNC(=O)c3ccc(S(=O)(=O)N4CCCC4)cc3)n[nH]c2=S)c1	-0.8	-1	100	98	99	13	4	100	97	102	-42
COc1ccc(-n2ncc3c(NCC4CCCO4)ncnc32)cc1 (stereo not given)	1.0	7	99	97	98	14	35	96	97	100	.
CCOc1ccccc1N1CC(C(=O)Nc2ccccc2N2CCOCC2)CC1=O (stereo not given)	0.5	1	102	99	101	13	9	106	99	101	.
Cc1cc(C)nc(SCC(=O)N2CCC(C(N)=O)CC2)n1	0.3	0	99	98	96	35	12	101	98	101	19
CCC(=O)Oc1ccc(C(=O)Nc2ccc([N+](=O)[O-])cc2)cc1	0.7	15	97	96	94	17	11	99	100	95	10
CCn1c(SCC(=O)N2CCCCC2)nc2c(c1=O)SC(C)C2 (stereo not given)	0.8	3	101	103	98	17	5	100	100	100	.
COc1cccc(C(=O)COc2ccc3c(C)c(Cc4ccccc4)c(=O)oc3c2)c1	0.6	3	99	99	96	22	12	101	104	99	-9
Cc1noc(C)c1CSc1nnnn1-c1ccc(Cl)cc1	0.2	1	107	106	102	20	35	109	104	109	12
NC(=O)N/N=C/c1cc(Br)ccc1OCC(=O)NCc1ccccc1	0.5	20	97	97	97	14	16	98	96	99	.
C=CC[n+]1c(-c2ccc(C)cc2)csc1Nc1ccc(NC(C)=O)cc1	-0.2	1	96	93	92	13	9	94	94	93	-19
Cc1cc(Br)cn2ccnc12	-0.3	-2	99	100	99	29	12	103	99	97	-21
Cc1cc(=O)[nH]c(SCC(=O)NC(c2ccccc2)c2ccccc2)n1	0.3	2	94	91	90	13	14	93	100	90	7
O=C(Nc1cccc2ncccc12)c1ccc(F)cc1	0.5	9	99	98	97	13	13	100	98	98	-21

3 compounds out of the list, arranged by SMILES length, high to low.
SMILES	ABCB1 block	ABCG2 block	HRas wt GTP	Rab2A wt mod	Rac1 mut GTP	GSH bead fluor	Avidin fluor	Rac1 wt GTP bind	Rab7 wt modul	Cdc42 wt GTP	Pf gamet viab
C=CC[n+]1c(-c2ccc(C)cc2)csc1Nc1ccc(NC(C)=O)cc1	-0.2	1	96	93	92	13	9	94	94	93	-19
Cn1cc(C(=O)C(=O)N2CCCc3ccccc32)c2ccccc21	1.1	7	100	97	96	24	4	102	94	95	-16
COc1ccc(-n2ncc3c(NCC4CCCO4)ncnc32)cc1 (stereo not given)	1.0	7	99	97	98	14	35	96	97	100	.

Further entries follow:
SMILES	ABCB1 block	ABCG2 block	HRas wt GTP	Rab2A wt mod	Rac1 mut GTP	GSH bead fluor	Avidin fluor	Rac1 wt GTP bind	Rab7 wt modul	Cdc42 wt GTP	Pf gamet viab
CCNc1nc(NCC)nc(C(=O)Nc2ccccc2)n1	0.9	10	100	99	99	14	13	101	99	100	.
C/C=C(\C)CN1CCN(c2cccc(C)c2C)CC1	1.1	14	99	101	99	26	17	99	102	100	.
Cn1cc(C(c2ccccn2)c2cn(C)c3ccccc23)c2ccccc21	0.5	1	104	103	100	11	11	107	101	106	-26
CCC(C)N(C(=O)Cn1nnc2ccccc21)C(C(=O)NCc1ccco1)c1cccc(OC)c1 (stereo not given)	0.7	1	97	98	97	35	13	99	98	96	5
CCCCCN(C(=O)NC(=O)Nc1cccc(C)c1C)S(C)(=O)=O	2.8	12	97	99	94	15	12	99	101	96	.
O=C(CSc1n[nH]c(-c2ccco2)n1)Nc1sc2c(c1C(=O)Nc1ccccc1)CCCC2	0.2	1	100	101	98	26	3	101	101	101	.
CC(=O)Nc1ccc(C(=O)OCC(=O)Nc2ccc([N+](=O)[O-])cc2C(F)(F)F)cc1	1.1	23	99	97	100	10	15	96	93	98	-21
Nc1sc2c(c1C(=O)NC1CCS(=O)(=O)C1)CCCC2 (stereo not given)	-1.9	-2	104	103	101	19	7	106	101	103	.
CC(C)N(Cc1nc(-c2ccccc2)no1)S(=O)(=O)c1ccccc1	-0.8	3	97	101	98	18	6	102	98	98	.
CCC(C(=O)NNC(=O)c1cnccn1)c1ccccc1 (stereo not given)	0.6	2	101	99	105	9	3	105	96	99	-28
C=CCc1c(C)nc(C)nc1N/N=C/c1ccc([N+](=O)[O-])cc1	1.5	48	99	101	99	34	7	104	100	101	-8
O=c1cc(Nc2ccc3c(c2)OCCO3)[nH]c(=O)n1-c1ccc(Cl)cc1	0.8	3	101	100	99	22	11	109	106	101	.
CCCN1CC=C2C(C#N)=C(N)C(C#N)(C#N)C(c3cc(OC)ccc3OC)C2C1 (stereo not given)	0.5	1	97	94	94	13	33	97	97	95	.
CCCC(CCC)n1[nH]c(=O)c2c(C)cc(C)nc21	2.6	18	102	102	99	20	33	110	99	106	-18
C=CCn1c(CNC(=O)c2ccco2)nnc1SCC(=O)c1ccc(OC)cc1	0.5	4	95	98	97	22	12	100	99	99	12
COc1ccc(C)cc1N(C(=O)c1ccccc1F)c1nc2ccccc2s1	1.1	2	97	96	97	11	7	98	98	95	.
CC(=O)Nc1ccc(-n2cnnn2)cc1	2.7	10	97	99	98	.	4	99	100	99	.
Cc1ccc(SCc2noc(C(=O)NCC3CCCO3)c2C(=O)O)cc1C (stereo not given)	-0.2	1	92	88	88	29	7	89	90	89	.
COc1cc(C(=O)Nc2cc(-c3cn4cccnc4n3)ccc2C)cc(OC)c1OC	1.1	5	88	89	91	13	11	88	95	88	10
O=[N+]([O-])c1cccc(N=Cc2sc3ccccc3c2O)c1	-1.3	-2	97	98	97	10	10	101	106	95	.
CCS(=O)(=O)N1CCC(C(=O)NCCCN2CCN(c3ccccc3F)CC2)CC1	0.5	3	105	108	101	18	15	106	100	109	.
CC1(C)CC(=O)C2=C(C1)Oc1ncn(CCCO)c(=N)c1C2c1ccccc1 (stereo not given)	0.6	1	103	103	102	35	12	112	103	105	-16
CCOC(=O)C1=C(C)N=C2SCCC(=O)N2C1c1ccc(C(=O)OC)cc1 (stereo not given)	1.1	3	103	101	104	4	8	109	102	107	8
Cc1ccc2nc(-c3ccccc3)cc(C(=O)O)c2c1	0.2	1	98	96	96	45	37	102	99	98	5
CC(C)Oc1ccc(OCCn2c(=S)[nH]c3c(N)ncnc32)cc1	0.1	4	97	103	93	12	8	102	105	102	-31

Only Cdc42 wt GTP, HRas wt GTP and Rab2A wt mod (five entries from above):
Molecule	Cdc42 wt GTP	HRas wt GTP	Rab2A wt mod
O=c1cc(Nc2ccc3c(c2)OCCO3)[nH]c(=O)n1-c1ccc(Cl)cc1	101	101	100
Nc1sc2c(c1C(=O)NC1CCS(=O)(=O)C1)CCCC2 (stereo not given)	103	104	103
CCCCCN(C(=O)NC(=O)Nc1cccc(C)c1C)S(C)(=O)=O	96	97	99
CCC(C)N(C(=O)Cn1nnc2ccccc21)C(C(=O)NCc1ccco1)c1cccc(OC)c1 (stereo not given)	96	97	98
COc1ccc(C)cc1N(C(=O)c1ccccc1F)c1nc2ccccc2s1	95	97	96

Looked up above.
HRas wt GTP with `C/C=C(\C)CN1CCN(c2cccc(C)c2C)CC1` stands at 99
ABCB1 block with `Cc1ccc2nc(-c3ccccc3)cc(C(=O)O)c2c1` stands at 0.2
Cdc42 wt GTP with `Cc1ccc(SCc2noc(C(=O)NCC3CCCO3)c2C(=O)O)cc1C` (stereo not given) stands at 89
Rab2A wt mod with `CCCCCN(C(=O)NC(=O)Nc1cccc(C)c1C)S(C)(=O)=O` stands at 99
Avidin fluor with `C=CCc1c(C)nc(C)nc1N/N=C/c1ccc([N+](=O)[O-])cc1` stands at 7

(cont.)
SMILES	ABCB1 block	ABCG2 block	HRas wt GTP	Rab2A wt mod	Rac1 mut GTP	GSH bead fluor	Avidin fluor	Rac1 wt GTP bind	Rab7 wt modul	Cdc42 wt GTP	Pf gamet viab
C/C=C/C(=O)OCC(=O)Nc1cccc(S(=O)(=O)NC2=NCCCCC2)c1	0.4	1	99	100	96	72	12	101	101	99	-6
COC(=O)CNC(=O)CCc1nnc(C2(c3ccc(Cl)cc3)CCC2)o1	0.4	1	99	98	97	54	10	101	102	102	2
Cc1ccc(-n2c(Cc3cccn3C)nnc2SCC(=O)Nc2nnc(C)s2)cc1	1.2	5	99	101	99	6	4	102	97	97	.
COC(=O)CN1CC(=O)N(c2ccccc2)C1=S	1.0	6	100	97	98	16	10	103	97	103	9
COc1ccc(Nc2cc(Cl)nc(N)n2)cc1	-0.2	0	?	?	?	9	25	?	?	?	-25
CCOC(=O)c1c(NC(=O)CCN2CCOCC2)sc2c1CC(C)(C)OC2	1.3	4	100	99	97	10	25	97	97	99	.
CCOC(=O)Nc1ccc2c(c1)N(C(=O)OC)c1ccccc1CC2	1.1	3	95	90	88	39	13	89	88	90	0
